FBPA Giardia inh – qHTS Assay for Inhibitors of Fructose-1,6-bisphosphate Aldolase from Giardia Lamblia. purified Giardia FBPA. 290,000 compounds, 0.71% hits. Potency, µM (doses to about 59.6 µM), without a hit: top-dose activity, negative = inhibition, actives largely listed as inhibitors; note: potency is the fitted concentration of half-maximal effect; nearly all actives have a fitted effect of over 55% in size
Target sequence (A8B2U2 whole entry, looked up): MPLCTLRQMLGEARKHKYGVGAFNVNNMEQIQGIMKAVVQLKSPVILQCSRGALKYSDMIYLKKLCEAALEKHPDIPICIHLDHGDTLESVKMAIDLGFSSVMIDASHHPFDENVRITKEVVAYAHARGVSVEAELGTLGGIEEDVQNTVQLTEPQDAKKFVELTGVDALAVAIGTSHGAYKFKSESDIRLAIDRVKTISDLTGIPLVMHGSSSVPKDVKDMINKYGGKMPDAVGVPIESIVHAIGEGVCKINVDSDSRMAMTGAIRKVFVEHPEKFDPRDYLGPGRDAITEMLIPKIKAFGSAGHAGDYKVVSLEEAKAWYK
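Giardia FBPA (40 nM reagent) was preincubated 10 min at RT with compound (up to 57.5 uM final), then substrate plus GAPDH/TPI/NAD/arsenate coupling system with diaphorase/resazurin was added; resorufin fluorescence (525/598 nm) was read after 20 min.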
AmpC inh detg – qHTS Inhibitors of AmpC Beta-Lactamase (assay with detergent) | P00811 | AmpC hydrolysis of nitrocefin, absorbance 480 nm, 0.01% Triton | Potency, µM (top dose mostly 114 µM), for inactives: at the highest dose activity change, negative = inhibition, usual class: inhibitors | 370,000 compounds, 0.041% hits | AID 485294, 2010;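 note: potency is the fitted concentration of half-maximal effect; 0% = no-compound wells and -100% = no-enzyme wells; nearly all actives have a fitted effect of over 25% in size; some results filed as inactive show a strong effect at the top dose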
Target sequence (P00811 whole entry, looked up): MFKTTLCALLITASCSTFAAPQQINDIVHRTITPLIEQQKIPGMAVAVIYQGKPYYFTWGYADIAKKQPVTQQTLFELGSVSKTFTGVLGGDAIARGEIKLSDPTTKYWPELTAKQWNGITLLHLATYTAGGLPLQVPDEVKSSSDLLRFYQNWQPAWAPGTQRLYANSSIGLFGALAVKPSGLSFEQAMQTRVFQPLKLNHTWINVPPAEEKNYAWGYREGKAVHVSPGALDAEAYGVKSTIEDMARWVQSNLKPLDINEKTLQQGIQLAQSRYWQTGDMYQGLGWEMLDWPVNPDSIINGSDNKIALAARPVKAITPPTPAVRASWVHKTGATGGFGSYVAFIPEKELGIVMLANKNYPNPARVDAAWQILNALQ
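20 mM phosphate pH 7.0 + 0.01% (detergent screen) or 0.0001% Triton X-100; 5.3 nM AmpC reagent; cpd preinc 15 min RT; nitrocefin (800 uM stock) to start; A480 q20 s × 4 min; Activity was normalised to no-enzyme and no-compound control wells.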
AMA1 RON2 block – qHTS for Inhibitors of AMA1-RON; Towards Development of Antimalarial Drug Lead: Primary Screen; Plasmodium falciparum AMA1 (3D7) - RON2 peptide interaction; AlphaScreen AMA1-biotinylated RON2 peptide binding; Potency, µM (highest dose often 58.2 µM), without a hit: at the highest dose activity change, negative = inhibition, hits mostly inhibitors; 360,000 compounds, 0.2% hits;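 note: potency is the fitted concentration of half-maximal effect; 0% = vehicle wells and -100% = peptide control; nearly all actives have a fitted effect of over 45% in size; some results filed as inactive show a strong effect at the top dose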
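AMA1 (3D7) with his tag at 25 nM final met compounds first, then biotinylated RON2 peptide at 25 nM; detection used donor plus acceptor beads, 10 µg/mL apiece, read by AlphaScreen after 30 min at room temperature.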
AmpC no deterg – qHTS Inhibitors of AmpC Beta-Lactamase (assay without detergent) | AmpC nitrocefin hydrolysis, absorbance 480 nm, 0.0001% Triton | AID 485341, 2010 | Potency, µM (titrated, usually from 57.1 µM), for the others: at the top dose activity change, negative = inhibition, actives largely listed as inhibitors | 330,000 compounds, 0.52% hits;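 note: potency is the fitted concentration of half-maximal effect; plate controls were no compound for no effect and no enzyme for full effect; nearly all actives have a fitted effect of over 20% in size; some results filed as inactive show a strong effect at the top dose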
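AmpC (5.3 nM in the dispensed reagent) in 20 mM phosphate pH 7.0 with 0.01% (detergent screen) or 0.0001% Triton X-100 was preincubated with compounds for 15 min at room temperature. Nitrocefin was then added from an 800 uM solution, and hydrolysis was followed at 480 nm.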
Sm TGR block – qHTS Assay for the Inhibitors of Schistosoma Mansoni Peroxiredoxins. Schistosoma mansoni thioredoxin glutathione reductase (TGR), Q962Y6. purified TGR, DTNB reduction, TNB absorbance 405 nm. Potency, µM (titrated, usually from 114 µM), without a hit: top-dose activity change, negative = inhibition, usual class: inhibitors. 360,000 compounds, 3% hits; note: potency is the fitted concentration of half-maximal effect; nearly all actives have a fitted effect of over 60% in size
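Kinetic colorimetric format: TGR-catalysed, NADPH-driven DTNB reduction monitored via TNB absorbance. Enzyme dispensed at 20 nM; compound exposure 15 min at room temperature before reaction start.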
HCMV antiviral – qHTS Assay for inhibitors of the human cytomegalovirus (HCMV); HFF cells, HCMV-luciferase reporter, 72 h; active compounds read low; activity change, negative = inhibition, % at 57.5 µM; 410,000 compounds, 4.5% hits; in the data active = activity change below about -60%; inconclusive = no clear call, values can overlap the other calls; inactive = above about -39%
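Human foreskin fibroblasts infected with luciferase-reporter HCMV at MOI 1 PFU/cell, compounds at two doses. Luciferase measured 72 h post infection; normalized to buffer-only basal and Salinomycin (10uM) controls.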
* marks the source's active call; other numbers are inactive results; ? = inconclusive; . = not tested or not shown; [ ] = remark or other dose. Unless noted, calls come from the whole dose curve; as a rule, active = well fitted curve in the direction sought with a large enough effect; inconclusive = small, poorly fitted or top-dose-only effect, or another doubt; inactive = no such curve, though single readings can be large; an effect the other way counts as inactive or inconclusive. Unless noted, % is set by controls: 0 for no effect and ±100 for the full control effect.

Start of the data: the first two entries, ahead of the listing:
Values run as follows: FBPA Giardia inh, AmpC inh detg, AMA1 RON2 block, AmpC no deterg, Sm TGR block, HCMV antiviral
O=C(COC(=O)c1cccs1)Nc1cccc(S(=O)(=O)NC2=NCCCCC2)c1
→ 8%, -6%, -2%, -27%, -5%, 45
N#Cc1cccc(C(=O)OCC(=O)N2CCCc3ccccc32)c1
→ ., ?, -10%, ?, 4%, 4

The listing, from the first entry:
Values run as follows: FBPA Giardia inh, AmpC inh detg, AMA1 RON2 block, AmpC no deterg, Sm TGR block, HCMV antiviral
O=C(COC(=O)c1cccs1)Nc1cccc(S(=O)(=O)NC2=NCCCCC2)c1
→ 8%, -6%, -2%, -27%, -5%, 45
N#Cc1cccc(C(=O)OCC(=O)N2CCCc3ccccc32)c1
→ ., ?, -10%, ?, 4%, 4
CC(=O)Nc1ccc(S(=O)(=O)N2CCN=C2SCc2ccc(F)cc2)cc1
→ ., -6%, 5%, 1%, -7%, -18
Cc1csc(SCCn2c(N3CCOCC3)nc3c2c(=O)[nH]c(=O)n3C)n1
→ 2%, ?, -10%, -4%, -3%, ?
COc1ccc(NC(=O)c2ccc(S(=O)(=O)NCc3cccnc3)cc2)cc1
→ ., 0%, 5%, -7%, -1%, -34
CN(CC1CCN(CCc2cccc(C(F)(F)F)c2)CC1)C(=O)c1ccc(F)cc1F
→ 6%, -2%, -1%, 84%[activator], 40µM*, -26
O=C(O)CNC(=O)c1ccc(S(=O)(=O)N2CCOCC2)cc1
→ 9%, ?, -1%, -24%, -19%, -24
CCC(=O)N1c2ccccc2CC1C(=O)NCCc1ccccc1OC (centres undefined)
→ ., 2%, ., ., -3%, 24
N=C1/C(=C/c2coc3ccccc3c2=O)C(=O)N=C2SC(c3ccco3)=NN12
→ 16µM*, 0%, 30%[activator], -42%, 10µM*, .
COc1cc(/C=C/C(=O)O)cc(S(=O)(=O)Nc2cc(Cl)c(Cl)cc2Cl)c1OC
→ 12%, -5%, -6%, -25%, -18%, 0
O=C(CCC1CCCCC1)NCc1ccncc1
→ -1%, ?, 2%, 2%, -1%, 20
Cc1cccc(Nc2cnn(C34CC5CC(CC(CC(=O)O)(C5)C3)C4)c(=O)c2Cl)c1
→ 3%, -10%, 0%, -23%, -9%, ?
N#C/C(=C/c1ccc(N2CCOCC2)o1)c1nc2ccccc2[nH]1
→ ?, -5%, 5%, -32%, ?, 107
O=[N+]([O-])c1cccc(/C=N/n2c(COc3ccccc3)n[nH]c2=S)c1
→ -1%, 3%, 47%[activator], 2%, ?, -22
CCOc1cccc(-c2c(C(=O)N/N=C/c3cccs3)nnn2-c2nonc2N)c1
→ ., -7%, 41%[activator], -51%, -9%, -4

Some values from the entries so far.
`Cc1cccc(Nc2cnn(C34CC5CC(CC(CC(=O)O)(C5)C3)C4)c(=O)c2Cl)c1` @ Sm TGR block = -9%
`N=C1/C(=C/c2coc3ccccc3c2=O)C(=O)N=C2SC(c3ccco3)=NN12` @ Sm TGR block = 10µM*

Following part
Values run as follows: FBPA Giardia inh, AmpC inh detg, AMA1 RON2 block, AmpC no deterg, Sm TGR block, HCMV antiviral
O=C(c1ccc(=O)[nH]n1)N1CCN(S(=O)(=O)c2cccc(F)c2)CC1
→ ., ?, 8%, -2%, -17%, -23
COc1ccc2cc3cc(C(=O)N4CCN(c5ccccc5)CC4)oc3nc2c1
→ 4%, 8%, -3%, -22%, 1%, -2
Cc1ccccc1NC(=O)c1cc(S(=O)(=O)c2ccccc2)ccc1Cl
→ -4%, -13%, -2%, -55%, 7%, -16
CCOc1ccc(C(=O)NCC(=O)OCC(=O)N2CCCC2)cc1
→ 1%, -6%, 7%, -27%, -6%, -22
CCN1CCCC1CNC(=O)c1ccc(N2CCCC2=O)cc1 (centres undefined)
→ -12%, -16%, 3%, -7%, 0%, 10
CCN(c1ccccc1)S(=O)(=O)c1ccc(OC)c(NC(=O)c2c(C)noc2C)c1
→ ., -9%, -5%, -24%, -1%, 36
CC1CN(S(=O)(=O)c2cccc(-c3cn4ccccc4n3)c2)CC(C)O1 (centres undefined)
→ 26%, 7%, -7%, 102%[activator], 6%, -86*
CCOc1cc(C(=O)Nc2ccc3c(c2)n(C)c(=O)c(=O)n3C)cc(OCC)c1OCC
→ ., 24%, ., ., 14%, 6
Cc1ccc(OCc2cc(C(=O)N3CCN(C)C[C@@H]3c3ccccc3)no2)cc1C
→ 14%, 0%, -19%, 160%[activator], -13%, 66
O=C(NCCN1CCOCC1)c1c(F)c(F)c(F)c(F)c1F
→ -7%, ?, 21%, 1%, 1%, -1
O=C(N/C(=C\c1ccco1)C(=O)N1CCCC1CO)c1ccccc1 (centres undefined)
→ 2%, -3%, 23%, 0%, 35µM*, -18
Cc1cc(NC(=S)Nc2cccnc2)ccc1Br
→ -14%, 4%, 19%, -29%, 18µM*, -37
CCOc1ccc2c(c1)OC(c1ccc(C)cc1)(C(F)(F)F)NC2=O (centres undefined)
→ ?, 10%, 9%, 4%, 12%, -83*
COc1ccc(NC(=O)c2ccc(NC(=O)c3nc4nccc(C)n4n3)cc2)cc1
→ ., ., -5%, -26%, ., 2
Cc1ccc(C(=O)NC(O)C(Cl)(Cl)Cl)cc1 (centres undefined)
→ 5%, 2%, -4%, -12%, -1%, -26

Full records as entered above. Order of values: FBPA Giardia inh	AmpC inh detg	AMA1 RON2 block	AmpC no deterg	Sm TGR block	HCMV antiviral
Cc1cc(NC(=S)Nc2cccnc2)ccc1Br as listed: -14%	4%	19%	-29%	18µM*	-37
Cc1ccc(C(=O)NC(O)C(Cl)(Cl)Cl)cc1 (centres undefined) as listed: 5%	2%	-4%	-12%	-1%	-26

Structures shown so far that contain a thiophene ring, fused or not (2):
Values run as follows: FBPA Giardia inh, AmpC inh detg, AMA1 RON2 block, AmpC no deterg, Sm TGR block, HCMV antiviral
O=C(COC(=O)c1cccs1)Nc1cccc(S(=O)(=O)NC2=NCCCCC2)c1
→ 8%, -6%, -2%, -27%, -5%, 45
CCOc1cccc(-c2c(C(=O)N/N=C/c3cccs3)nnn2-c2nonc2N)c1
→ ., -7%, 41%[activator], -51%, -9%, -4

Continuation:
Values run as follows: FBPA Giardia inh, AmpC inh detg, AMA1 RON2 block, AmpC no deterg, Sm TGR block, HCMV antiviral
O=C(CSc1nnc(COc2ccccc2)n1-c1ccccc1)c1ccccc1
→ -1%, ?, -21%, 18%, 10%, -23
CCOC(=O)c1c(N)sc(C(=O)OC)c1C
→ -3%, -7%, 87%[activator], -19%, ., -16
COc1ccc(NC(=O)c2cn(CCC#N)nc2-c2ccccc2)cc1
→ 17%, -18%, 10%, 1%, -3%, -8
COc1cccc(Nc2c3c(nc4c(-c5ccccc5)c(C)nn24)CCC3)c1
→ 8%, -15%, 46%[activator], -6%, 2%, -63*
CCOC(=O)C(=Cc1ccc(F)cc1)C(=O)OCC
→ ?, -7%, ., -10%, 16µM*, .
CCN(CC)C(=O)CSc1nc2ccccc2n1CC(=O)N1CCN(c2ccccc2OC)CC1
→ 0%, -1%, 3%, 131%[activator], -11%, 59
COC(=O)Nc1ccc(S(=O)(=O)N2CCCCC2C(=O)NCc2ccco2)cc1 (centres undefined)
→ 2%, ?, 0%, -17%, -9%, -7
COc1ccc(C(=O)N2CCCC(c3nc(-c4cccs4)no3)C2)cc1OC (centres undefined)
→ -1%, -12%, 0%, 43%, 2%, -1
CC[C@@H]1CC=C[C@H]2[C@H]1C(=O)N(Cc1ccccc1)[C@H]2c1cc(C)ccc1F
→ -1%, 1%, ., -5%, 24%, .
O=C(c1ccco1)N1CCN(Cc2nc(-c3cccs3)no2)CC1
→ -5%, -5%, -13%, 15%, ?, -24
Cc1ccsc1C(=O)C1CCCN(Cc2ccn[nH]2)C1 (centres undefined)
→ -1%, -7%, -1%, -7%, 6%, -34
COc1ccc2nc(N3CCCC3)c(C#N)cc2c1
→ -7%, ?, 39%[activator], -8%, -1%, 61
O=C(CNS(=O)(=O)c1ccc2c(c1)OCCCO2)N1CCN(c2ccc(F)cc2)CC1
→ ., -8%, 17%, 16%, -27%, -22
CC(C)C(=O)n1nc(-c2cccnc2)nc1NCc1cccs1
→ 11%, 3%, 15%, -15%, 15%, 97
CC(=O)Nc1cccc(OCCCNS(=O)(=O)c2ccc(C#N)cc2)c1
→ ., 2%, 5%, -6%, -16%, -11
Cc1[nH][nH]c(=O)c1N=Nc1ccc(F)cc1
→ -29%, 1%, 13%, -9%, ?, 21
CCS(=O)(=O)N1CCC(C(=O)N2CCN(c3ccccc3)CC2)CC1
→ 4%, 2%, 9%, -2%, -1%, 5
O=c1c(Cc2c(F)cccc2Cl)c(O)ccn1Cc1ccc(F)cc1
→ 0%, -5%, -9%, -17%[2.29 µM], 7%, -40
Cc1nc(SCC(=O)NC2CCCC2)[nH]c(=O)c1C
→ ?, 3%, 1%, -18%, 6%, -11
CCOc1cc(Br)cc(/C=N/NC(=O)c2cccnc2)c1O
→ ?, -9%, -64%, -1%, -3%, 20
Cc1cc(OCC(=O)Nc2ccc(S(=O)(=O)N3CCN(C)CC3)cc2)ccc1Cl
→ -1%, -6%, 8%, 193%[activator], -9%, -13
COc1cccc(/C=N/NC(=O)CNC(=O)c2cccnc2)c1O
→ -27%, 0%, 57%[activator], -9%, -1%, 62
Cc1nc(CSc2n[nH]c(=O)n2-c2ccccc2)cs1
→ -1%, -6%, -4%, -10%, 2%, -28
CCc1nnc(NC(=S)Nc2ccccc2)s1
→ ?, -5%, 59%[activator], -16%, -35%, -12
COc1ccc(NC(=O)c2cc(S(=O)(=O)N3CCCC3)c[nH]2)cc1
→ 5%, -9%, -6%, -32%, 2%, -19
CCn1c(=O)c(C(=O)NCCCO)c(O)c2ccccc21
→ 0%, -15%, -2%, 46%, -5%, -15
O=C(/C=C/c1cccs1)N1CCCCC1
→ 3%, 5%, -1%, -16%, ., -16
CC(=O)N1CCN(c2ccccc2NC(=O)c2cccc3c(Cl)cccc23)CC1
→ -4%, 5%, -4%, 148%[activator], 4%, 68
Cc1cc(OCC(=O)NC(C)(C)C)ccc1Cl
→ 0%, -8%, 23%, -14%, -8%, 19
COc1ccccc1NC(=O)c1c(N=Cc2c(O)ccc3ccccc23)cnn1C
→ ?, -1%, 79%[activator], -21%, 50µM*, -89*
COc1ccc(CCNC(=O)c2c([S-])n(-c3ccc(C)cc3)c3cccc[n+]23)cc1
→ -2%, 8%, -7%, 54%, 1%, ?
COc1ccc(NC(=O)C2C3C=CC4(O3)C2C(=O)N(CCN2CCCCC2)C4C(=O)NC2CCCC(C)C2C)cc1 (centres undefined)
→ 4%, -2%, 10%, 60%, -10%, 14
Cc1ccc(NC(=O)c2sc3nc4c(cc3c2N)CN(Cc2ccccc2)CC4)cc1
→ ., 20%, ., ., 2%, -63*

From PubChem

Rows are unselected; any-hit rate near 7.8%.
